# High-throughput results from PubChem BioAssay.
# PNC inhibitor: perinucleolar compartment assembly inhibition; PC3M PTB-GFP, PNC prevalence imaging, 16 h; stronger effect = lower value; activity change (PNC), negative = inhibition, % at 10 µM; 3.1% of 140,000 active; AID 2417;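 active = readout at or below -70, meaning at least 70% loss of cells showing the perinucleolar compartment, a nuclear body marking cancer cells; inconclusive = readout between -30 and a set limit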;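 note: plate controls were DMSO wells for no effect and camptothecin positive control wells for full effect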
#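 Compounds are pinned in duplicate onto adhered PC3M cells stably expressing GFP-tagged PTB and incubated 16 h at 37 C. Cells are then fixed, nuclei stained with Hoechst, and PNC-positive cells counted.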
# 15-hLO-2 inh: inhibitors of human 15-lipoxygenase 2 (ALOX15B); AID 881; Potency, µM (titrated, usually from 57.1 µM), inactives show top-dose activity change, negative = inhibition, most hits filed as inhibitors; purified 15hLO-2, xylenol orange hydroperoxide absorbance; 0.56% of 110,000 active; note: potency is the fitted concentration of half-maximal effect; nearly all actives have a fitted effect of over 60% in size; many of its hits are not listed in these tables
# Target sequence (O15296 whole entry, looked up): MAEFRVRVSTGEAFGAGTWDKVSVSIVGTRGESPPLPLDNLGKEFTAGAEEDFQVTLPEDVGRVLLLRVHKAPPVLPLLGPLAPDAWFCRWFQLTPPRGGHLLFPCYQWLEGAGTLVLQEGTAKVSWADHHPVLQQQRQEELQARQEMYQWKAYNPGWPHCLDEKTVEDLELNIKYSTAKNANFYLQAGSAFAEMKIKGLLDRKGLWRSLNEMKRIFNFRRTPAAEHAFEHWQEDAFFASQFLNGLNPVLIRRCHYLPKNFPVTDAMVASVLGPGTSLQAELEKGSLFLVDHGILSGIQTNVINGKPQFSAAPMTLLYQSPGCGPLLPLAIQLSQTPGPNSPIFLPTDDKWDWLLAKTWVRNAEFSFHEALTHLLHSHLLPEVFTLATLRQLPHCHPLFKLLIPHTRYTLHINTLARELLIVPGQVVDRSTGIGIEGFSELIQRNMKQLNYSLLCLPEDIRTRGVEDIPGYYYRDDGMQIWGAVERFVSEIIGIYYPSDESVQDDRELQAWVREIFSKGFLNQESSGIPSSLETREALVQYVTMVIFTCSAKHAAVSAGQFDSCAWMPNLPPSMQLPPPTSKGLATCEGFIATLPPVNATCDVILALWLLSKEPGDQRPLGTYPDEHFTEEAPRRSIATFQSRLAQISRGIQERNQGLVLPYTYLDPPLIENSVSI
#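 Screening format was qHTS against 50 nM purified 15hLO-2 in Hepes pH 7.5 with detergent. Activity follows hydroperoxide formation from 45 uM arachidonic acid, measured as 573:405 nm absorbance ratio of the ferric-xylenol orange complex.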
# 12-hLO inh: inhibitors of human 12-lipoxygenase (ALOX12). P18054. purified 12-hLO, xylenol orange hydroperoxide absorbance. Potency, µM (top dose mostly 57.1 µM), for inactives: top-dose activity change, negative = inhibition, hits mostly inhibitors. 0.12% of 150,000 active; note: potency is the fitted concentration of half-maximal effect; nearly all actives have a fitted effect of over 55% in size; many of its hits are not listed in these tables
#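 Hydroperoxide formation by human 12-lipoxygenase from 40 uM arachidonic acid was followed colorimetrically via ferric-xylenol orange complex, using the 573/405 nm absorbance ratio. Enzyme concentration was 150 nM, with 30 min reaction at room temperature.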
# IMPase cell inh: IMPase inhibition in cells; inhibition (IP1 accumulation), % at 46.1 µM; CHO-M1 cells, IP1 accumulation, HTRF TR-FRET ratio; P97697; 120,000 tested, under 10 active; active = well fitted curve in the direction sought with a large enough effect in the signal ratio, not every such curve was filed as active; inconclusive = small, poorly fitted or top-dose-only effect, or a change in a side signal; inactive = no such curve, though single readings can be large or run the other way; the % refers to the signal ratio;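 note: cells stimulated with carbachol in lithium chloride buffer; plate controls were DMSO basal wells for no effect and reference inhibitor wells for full effect; higher means more IMPase inhibition seen as more IP1 and lower FRET ratio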
# Target sequence (P97697 whole entry, looked up): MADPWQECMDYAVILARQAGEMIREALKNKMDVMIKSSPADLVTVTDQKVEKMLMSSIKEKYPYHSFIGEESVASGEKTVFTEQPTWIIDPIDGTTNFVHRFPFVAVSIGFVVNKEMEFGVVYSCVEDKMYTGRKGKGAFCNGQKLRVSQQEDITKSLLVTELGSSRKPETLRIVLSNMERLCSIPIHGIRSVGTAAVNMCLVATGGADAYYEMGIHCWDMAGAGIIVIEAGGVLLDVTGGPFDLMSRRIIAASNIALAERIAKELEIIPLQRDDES
#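 Seeded CHO-M1 cells were dosed with compound at up to 46 uM, stimulated with carbachol for 30 min, then lysed in IP-One detection reagents. Higher IP1 lowers the TR-FRET signal.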
# * hit, by the source's call; u = inconclusive; x = not tested or not shown; [ ] = dose if it differs, or a comment. Unless noted, calls come from the whole dose curve; as a rule, active = well fitted curve in the direction sought with a large enough effect; inconclusive = small, poorly fitted or top-dose-only effect, or another doubt; inactive = no such curve, though single readings can be large; an effect the other way counts as inactive or inconclusive. Unless noted, % is set by controls: 0 for no effect and ±100 for the full control effect. Only part of the results is shown; count on the stated rates, not on these rows.
SMILES,PNC inhibitor,15-hLO-2 inh,12-hLO inh,IMPase cell inh
Cc1cc2c3c(c1)C1(SCC(=O)N1c1ccc(F)cc1)C(=O)N3C(C)(C)CC2C (configuration not stated),3,-19%,-8%,7
CCOC(=O)CNC(=O)C1c2ccccc2C(=O)N(c2ccc(OC)cc2)C1c1ccc(OC)cc1 (configuration not stated),-28,-6%,-17%,0
COC(=O)C1=CN(CC2CCCO2)C=C(C(=O)OC)C1c1ccsc1 (configuration not stated),20,-2%,-4%,-6
COC(=O)c1ccc(C(=O)OC)c(NC(=O)Oc2ccccc2)c1,-30,x,-2%,1
Cc1ccc2nc(NC(=O)c3cc(-c4ccco4)nc4ccccc34)sc2c1,-22,x,-1%,1
O=C(NC1CCCCCC1)C1CCN(S(=O)(=O)c2ccccc2)CC1,-2,3%,6%,-8
O=C(O)c1cccc(-n2nnnc2SCc2ccccn2)c1,u,3%,7%,u
Cc1c(NC(=S)NC(=O)c2ccco2)c(=O)n(-c2ccccc2)n1C,29,x,3%,x
CCN(CC(=O)NC1CCS(=O)(=O)C1)S(=O)(=O)c1ccc(C)cc1C (configuration not stated),40,x,-3%,x
Cc1ccccc1N(CC(=O)N/N=C/c1ccc(F)cc1)C(=O)c1ccccc1,-7,-7%,-9%,0
COc1ccc(Cn2c(-c3ccc(Cl)cc3)c[n+]3ccccc23)cc1,-6,x,4%,2
O=c1oc2c(CN3CCCCC3)c(O)ccc2cc1-c1nc2ccccc2[nH]1,39,-15%,-7%,-9
COC(=O)c1ccc(NC(=O)c2ccc(C)cc2)o1,-27,17%,-5%,5
Cc1cccc(CNc2cc(-c3cccc(C#N)c3)ncn2)c1,x,5%,-3%,x
Cc1ccc(NC(=S)NNC(=O)CSc2nc3ccccc3c(=O)n2-c2ccc(C)cc2)cc1,-3,x,0%,x
Cc1ccc2nc(-c3ccccc3)cn2c1,11,5%,-9%,6
CCOc1ccc(NCc2nnc(SCC(=O)Nc3cc(C)on3)n2-c2ccc(OC)cc2)cc1,6,-9%,-2%,1
CCC(CC)C(=O)Nc1cc(C(=O)NCCc2ccccc2)ccc1Cl,28,-5%,8%,2
CCC(=O)N/N=C(\C)CC(=O)Nc1ccccc1-c1ccccc1,18,x,-3%,x
O=C(Nc1cccnc1)Nc1ccccc1Cl,40,0%,3%,-10
CCCNC(=O)CS(=O)(=O)Cc1nc(-c2cccc(OC)c2)oc1C,u,0%,-1%,4
Cn1c(-c2ccccc2)c[n+]2c1-c1ccccc1C2,17,x,0%,4
CC(C)(C)c1ccc(/C=C/C(=O)N2CCN(c3ncccn3)CC2)cc1,u,x,2%,x
CCCCN(CC)C(=O)c1n[nH]c(=O)c2ccccc12,-21,-2%,2%,-6
Cc1c(Cc2ccc3c(c2)OCO3)sc(NC(=O)C(C)(C)C)c1C#N,-9,-3%,-1%,17

# Reformatted as labelled records: part of the list above
O=c1oc2c(CN3CCCCC3)c(O)ccc2cc1-c1nc2ccccc2[nH]1
  PNC inhibitor: 39; 15-hLO-2 inh: -15%; 12-hLO inh: -7%; IMPase cell inh: -9
COC(=O)c1ccc(NC(=O)c2ccc(C)cc2)o1
  PNC inhibitor: -27; 15-hLO-2 inh: 17%; 12-hLO inh: -5%; IMPase cell inh: 5
Cc1cccc(CNc2cc(-c3cccc(C#N)c3)ncn2)c1
  PNC inhibitor: x; 15-hLO-2 inh: 5%; 12-hLO inh: -3%; IMPase cell inh: x
Cc1ccc(NC(=S)NNC(=O)CSc2nc3ccccc3c(=O)n2-c2ccc(C)cc2)cc1
  PNC inhibitor: -3; 15-hLO-2 inh: x; 12-hLO inh: 0%; IMPase cell inh: x

# Other entries:
SMILES,PNC inhibitor,15-hLO-2 inh,12-hLO inh,IMPase cell inh
O=S(=O)(c1cccc(NC(=S)Nc2ccc(Br)cc2Cl)c1)N1CCOCC1,-28,-29%,-2%,0
O=C(CSc1nc2ccccc2c(=O)n1-c1ccccc1)N1CCc2ccccc21,u,x,5%,0
COc1cc(OC)cc(N(C(=O)C2COc3ccccc3O2)C(C(=O)NC2CCCCC2)c2ccc(O)cc2)c1 (configuration not stated),u,x,-10%,0
O=C(Nc1ccc(Cl)cc1)Nc1nnc(SCc2ccc(Cl)cc2)s1,-111*,x,-2%,0
Cc1ccc(OCC(=O)Nn2c(C)nc3ccccc3c2=O)c(C(C)C)c1,u,-11%,-5%,-1
COc1cc(OC)c(C(=O)OC(C)C(=O)Nc2cc(C(F)(F)F)ccc2Cl)cc1OC (configuration not stated),21,x,-2%,10
O=C1Nc2ccccc2C1(O)Cc1ccncc1 (configuration not stated),7,4%,1%,3
COc1cc(C2CC(=O)c3c([nH]c(C(=O)OCCOC(C)C)c3C)C2)cc(OC)c1OC (configuration not stated),16,x,-4%,20
Cc1cc(NC(=O)c2cc(-c3ccc(C)s3)nc3ccccc23)no1,13,1%,-6%,-10
CCOC(=O)c1sc(N(Cc2ccccc2)C(=O)CSc2ncn[nH]2)nc1C,u,22%,-2%,4
CC(=O)c1ccc(NS(=O)(=O)Cc2ccc(Cl)cc2)cc1,5,-1%,-2%,3
O=C1C2CCCN2C(c2ccc(F)cc2)N1c1nccs1 (configuration not stated),23,-8%,0%,0
CC(/C=N/NC(=O)c1nn(C)c(C)c1Br)=C\c1ccccc1,u,x,0%,x
CN1CCN(C(=O)Nc2cccc3ccccc23)CC1,u,-5%,2%,6
Cc1nn(CCCC(=O)NCc2ccccc2)c(C)c1[N+](=O)[O-],u,x,2%,x
Cn1c(=O)c2c(nc(NCCCN3CCOCC3)n2Cc2ccc(Cl)cc2)n(C)c1=O,-22,3%,-1%,-9
CCNC(=S)NN(c1ccccc1)c1ccccc1,39,-14%,-9%,4
O=C(Nc1nc(-c2ccccn2)cs1)c1ccc(Cl)s1,u,35%[activator],6%,1
Cc1cccnc1NC(=O)/C=C/c1ccc2c(c1)OCO2,5,x,-3%,-9
COCCn1c(SCc2csc(-c3ccccc3)n2)nc2ccccc21,-16,x,-7%,9
N/C(=N/OCc1cccc([N+](=O)[O-])c1)c1nonc1N,7,x,6%,x
Cc1c(C(=O)OCCN2CCCCC2)oc2ccccc12,-23,8%,3%,15
Cc1cnc(NC(=O)Cc2c[nH]c3ccccc23)s1,18,4%,-5%,-3
Cc1noc(C)c1C(=O)Nc1sc2c(c1C(N)=O)CCC2,-23,-5%,-3%,-3
CC(=O)NC(NC(C)=O)c1ccc(N(C)C)cc1,27,x,15%,-3

# Reformatted tab-delimited: entries from further up
structure	PNC inhibitor	15-hLO-2 inh	12-hLO inh	IMPase cell inh
CC(=O)c1ccc(NS(=O)(=O)Cc2ccc(Cl)cc2)cc1	5	-1%	-2%	3
Cc1noc(C)c1C(=O)Nc1sc2c(c1C(N)=O)CCC2	-23	-5%	-3%	-3
CCNC(=S)NN(c1ccccc1)c1ccccc1	39	-14%	-9%	4
O=C(CSc1nc2ccccc2c(=O)n1-c1ccccc1)N1CCc2ccccc21	u	x	5%	0
Cc1c(C(=O)OCCN2CCCCC2)oc2ccccc12	-23	8%	3%	15

# Entries of single compounds, quoted from the list:
# Cn1c(=O)c2c(nc(NCCCN3CCOCC3)n2Cc2ccc(Cl)cc2)n(C)c1=O across the screens: PNC inhibitor: -22; 15-hLO-2 inh: 3%; 12-hLO inh: -1%; IMPase cell inh: -9
# Cc1cnc(NC(=O)Cc2c[nH]c3ccccc23)s1 across the screens: PNC inhibitor: 18; 15-hLO-2 inh: 4%; 12-hLO inh: -5%; IMPase cell inh: -3

# Further structures follow.
SMILES,PNC inhibitor,15-hLO-2 inh,12-hLO inh,IMPase cell inh
CCOc1ccccc1NC(=O)C1CCN(S(=O)(=O)c2cccc3cccnc23)CC1,11,0%,5%,0
COc1cc(S(=O)(=O)N2CCN(C)CC2)c(OC)cc1Br,17,0%,6%,14
COc1ccc(CN(CC2CCCO2)C(=O)CN2C(=O)C(C)Oc3ccc(C)cc32)cc1OC (configuration not stated),40,x,2%,-3
COc1cc(C2Nc3cccc4cccc(c34)N2)cc(OC)c1O,-15,x,-20%,7
COC(=O)CNC(=O)C(Cc1c[nH]c2ccccc12)NC(=O)OC(C)(C)C (configuration not stated),u,-8%,-1%,7
Cc1nn(-c2ccccc2)c(Cl)c1C1C(C#N)=C(N)Oc2n[nH]c(C)c21 (configuration not stated),58,0%,-5%,4
O=C(NC(=S)Nc1ccc(S(=O)(=O)N2CCCC2)cc1)C1CCC1,4,x,1%,x
CCn1c(SCC(=O)Nc2ccc3c(c2)OCCO3)nnc1-c1ccco1,-21,-4%,1%,3
Cc1ccc(SCCCn2cncn2)cc1,u,1%,-7%,u
O=C(CSc1nnc(-c2ccc(O)cc2)n1Cc1ccco1)c1cccs1,-24,-11%,-20%,0
COc1ccc(N2CCN(C(CNC(=O)OCc3ccccc3)c3ccco3)CC2)cc1 (configuration not stated),-23,x,-3%,x
C=CCSc1nnc2c(n1)OC(c1ccccn1)N(C(C)=O)c1ccccc1-2 (configuration not stated),31,-12%,-2%,-2
O=Cc1nc(-c2ccccc2Cl)n2ccccc12,u,1%,-3%,-14
COc1ccc(N2CCN(C(c3cc4ccc(C)cc4[nH]c3=O)c3nnnn3C3CCCC3)CC2)cc1 (configuration not stated),20,7%,6%,-3
C=C(C)CNC(=S)/N=c1\scc(C)n1CC,-100*,x,-18%,-8
CC1CN(S(=O)(=O)c2cccc(C(=O)NN3CCN(C)CC3)c2)CC(C)O1 (configuration not stated),u,x,-1%,5
CC1CCCC(C)N1C(=O)COc1ccc(-c2nnco2)cc1 (configuration not stated),11,-11%,-7%,u
COc1ccc(CCNC(=O)c2ccc(=O)[nH]n2)cc1OC,-16,0%,-1%,0
CCOc1ccc(C(=O)c2cccs2)cc1,17,-4%,0%,-3
Cc1ccccc1NC(=O)COC(=O)/C=C/c1cn(-c2ccccc2)nc1-c1cccnc1,u,x,0%,x
N#Cc1ccc(NC(=O)CCc2ccc(S(=O)(=O)N3CCOCC3)cc2)cc1,u,-7%,-1%,2
Cc1ccc(CSc2nc3c(cc2C#N)CCC3)cc1,11,6%,-2%,-12
C=CCNC(=O)COC(=O)COc1ccc(Cl)cc1C,-23,3%,0%,-4
COc1ccc(CN2CCN(c3ccccn3)CC2)cc1OCc1ccccc1,7,16%,-10%,30[activator]
CCCCn1c(/C=N/Nc2nc3ccccc3[nH]2)nc2ccccc21,-25,x,0%,8

# As entered above:
# For 12-hLO inh, COc1ccc(N2CCN(C(CNC(=O)OCc3ccccc3)c3ccco3)CC2)cc1 (configuration not stated) has -3%
# For IMPase cell inh, N#Cc1ccc(NC(=O)CCc2ccc(S(=O)(=O)N3CCOCC3)cc2)cc1 has 2
# For 12-hLO inh, Cc1ccc(SCCCn2cncn2)cc1 has -7%
